Compound activity deposited in PubChem by National Center for Advancing Translational Sciences (NCATS).
USP2a inh = inhibitors of human ubiquitin-specific protease USP2a | USP2a enzymatic assay, qHTS inhibition | 60,000 tested, 0.1% active | Potency, µM (series often up to 38.3 µM), for inactives: top-dose activity change, negative = inhibition, usual class: inhibitors | O75604;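 note: potency is the fitted concentration of half-maximal effect; nearly all actives have a fitted effect of over 60% in size; plate controls were DMSO for no effect and NEM full inhibition control for full effect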
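20 nM USP2 core + cpd, 30 min RT; add 20 nM Ub-PLA2/20 uM NBD C6-HPC; read Ex460/Em535 at 0 h and 2.5 h. Normalized to NEM; qHTS curve fit/classification.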
Caspase-1 inhib = blocks human caspase-1 allosterically or competitively | Caspase-1 enzyme, Ac-WEHD-AFC fluorogenic rate | P29466 | 75,000 tested, 0.03% active | Potency, µM (highest dose often 57.5 µM), inactives show at the highest dose activity change, negative = inhibition, usual class: inhibitors;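 note: potency is the fitted concentration of half-maximal effect; plate controls were vehicle for no effect and no substrate for full effect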
Casp7 inh = blocks human caspase-7 allosterically or competitively. P55210. recombinant caspase-7, Ac-DEVD-AFC fluorescence rate. Potency, µM (doses to about 57.5 µM), inactives show at the highest dose activity change, negative = inhibition, most hits filed as inhibitors. 75,000 tested, 0.02% active. AID 889; active = well fitted inhibition curve with a large enough effect in the main read-out, with a control signal flat, not every such curve was filed as active; inconclusive = small, poorly fitted or top-dose-only effect, or a change in a side signal; note: potency is the fitted concentration of half-maximal effect; % of control where 0% means no effect
BRCT inh red = disrupts BRCA1 BRCT binding to phosphoprotein, red fluorophore readout. BRCT-phosphopeptide binding, red fluorescence polarization. Potency, µM (highest dose often 76.9 µM), inactives show top-dose activity change, negative = inhibition, most hits filed as inhibitors. 75,000 tested, 0.03% active; note: % is set by controls: 0 for no effect and ±100 for the full control effect
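Fluorescence polarization: 100 nM His-tagged BRCA1 BRCT with 100 nM TAMRA-labelled phospho-BACH1 decapeptide, phosphate buffer pH 7.3 with 150 mM NaCl, DTT, 0.01% Tween 20; 12 min RT. Binding inhibition seen as FP decrease.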
HEK293 cAMP cs = raises cAMP in parental HEK293 cells, TSHR agonist counter-screen. parental HEK293 CNG cAMP sensor, membrane potential fluorescence. Potency, µM (series often up to 57.1 µM), inactives show top-dose activation, actives largely listed as activators. 73,000 tested, 2.5% active; note: potency is the fitted concentration of half-maximal effect; % of control where 0% means no effect; nearly all actives have a fitted effect of over 55% in size
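Parental HEK 293 cells stably expressing a cAMP-gated CNG channel were loaded with membrane potential dye containing 100 uM RO 20-1724 for 60 min. Compound added for 30 min; depolarization read as fluorescence intensity at 590 nm.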
A350 autofl = compound fluoresces in the Alexa 350 spectral region; Compound autofluorescence, 340/450 nm, Alexa 350 dye-equivalents; stronger effect = higher value; AID 590; 59,000 tested, 11% active; max dye-equivalent concentration, M; in the data active = max dye-equivalent concentration above about 10 nM; inconclusive = mostly about 1.1 nM to 9.6 nM
4MU fluor = 4-MU region autofluorescence | 59,000 tested, 11% active | max dye-equivalent concentration, M | compound autofluorescence, 340/450 nm, 4-MU equivalents; stronger effect = higher value; in the data active = max dye-equivalent concentration above about 10 nM; inconclusive = mostly about 1.1 nM to 9.6 nM
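Intrinsic fluorescence at 340/450 nm (ex/em) was read after 15 min at room temperature in pH 8.0, 100 mM Tris. Each compound concentration expressed as 4-MU-equivalent concentration from a six-point 4-MU standard series on each plate.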
Fluorescein autfl = compound autofluorescence in fluorescein spectral region | Compound autofluorescence, 480/540 nm, fluorescein-equivalent; stronger effect = higher value | max fluorescein-equivalent concentration, M | 59,000 tested, 0.91% active; in the data active = max fluorescein-equivalent concentration above about 10 nM; inconclusive = between about 1.1 nM and that limit
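Compounds (23 nL) in 100 mM Tris pH 8.0, 15 min at room temperature, then fluorescence read at 480 nm excitation/540 nm emission. Signal converted to fluorescein-equivalent concentration from an on-plate fluorescein standard curve.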
BRCT PPI green = inhibitors of human BRCA1 BRCT-phosphoprotein interaction (green fluorophore) | AID 875 | BRCA1 BRCT-phosphopeptide binding, green fluorescence polarization | P38398 | Potency, µM (series often up to 76.9 µM), inactives show top-dose activity change, negative = inhibition, most hits filed as inhibitors | 75,000 tested, 0.05% active;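 note: potency is the fitted concentration of half-maximal effect; plate controls were peptide without protein for full effect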
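Fluorescence polarization: His-tagged BRCT (~35 kDa BRCA1 C-terminus, 250 nM) bound to 100 nM fluorescein-labeled phosphorylated 10-aa BACH1 peptide, pH 7.3 phosphate buffer with DTT and Tween 20. Compounds incubated 12 min at room temperature; inhibition read as lowered polarization.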
Epigenetic mod = epigenetic modulators derepressing GFP locus in mouse cells. mouse C127i GFP locus derepression, cytometry, 30 h. Potency, µM (series often up to 46.1 µM), without a hit: top-dose GFP derepression (activation). 68,000 tested, 0.09% active; note: % of control where 0% means no effect
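Murine C127i mammary cells carrying a silenced, stably integrated CMV-driven GFP reporter were treated with compound for 30 hours at 37 C. After PBS washes, GFP-positive cells were counted by laser-scanning microplate cytometry.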
Ub-GFP proteasome = ubiquitin-GFP accumulation via proteasome inhibition. Potency, µM (series often up to 45.9 µM), inactives show top-dose activation (GFP accumulation), most hits filed as activators. 67,000 tested, under 10 active. Ubiquitin-GFP reporter cells, proteasome inhibition, GFP fluorescence; response scale: untreated = 0%, 10 µM MG-132 = 100%. AID 526; active = well fitted activation curve with a large enough effect, not every such curve was filed as active; inconclusive = small, poorly fitted or top-dose-only effect, or another doubt; inactive = no such curve, though single readings can be large or run the other way; note: potency is the fitted concentration of half-maximal effect
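U2OS cells stably expressing ubiquitin(G76V)-GFP, seeded overnight in 0.5% FBS medium, were exposed to compounds (qHTS, 46 uM to 2.9 nM) for 4 hr at 37 °C. GFP-positive cells were counted by laser cytometry (488 ex/515 em), normalized between basal and 10 uM MG-132.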
* marks the source's active call; other numbers are inactive results; i = inactive; ? = inconclusive; · = not tested or not shown; [ ] = dose if it differs, or a comment. Unless noted, calls come from the whole dose curve; as a rule, active = well fitted curve in the direction sought with a large enough effect; inconclusive = small, poorly fitted or top-dose-only effect, or another doubt; inactive = no such curve, though single readings can be large; an effect the other way counts as inactive or inconclusive.

Sequence of screens – USP2a inh, Caspase-1 inhib, Casp7 inh, BRCT inh red, HEK293 cAMP cs, A350 autofl, 4MU fluor, Fluorescein autfl, BRCT PPI green, Epigenetic mod, Ub-GFP proteasome
> COc1cc(C(=O)Nc2ccc3c(c2)OCCO3)c(-n2cnnn2)cc1OC
 : -4%, -1%, 1%, 1.1%, -13%, i, i, i, -2.3%, -1%, 3%
> CCc1ccc2c(CN3CCN(S(=O)(=O)c4ccc5c(c4)OCCO5)CC3)cc(=O)oc2c1
 : 56%[activator], -4%, -5%, -2.6%, 9%, i, i, i, 1.0%, -1%, -4%
> CCOc1ccc(OCC)c(NC(=O)CN(c2ccc(C)cc2)S(=O)(=O)c2c(C)noc2C)c1
 : 2%, -1%, 0%, -1.2%, 20%, i, i, ?, 0.6%, 4%, 13%
> O=C(NCc1ccc(F)cc1)C(c1cccs1)N(C(=O)c1csnn1)C1CC1 (stereo not drawn)
 : -4%, 0%, -1%, -0.9%, -6%, i, i, i, 18%, -3%, -2%
> C=CCSc1nnc(Cc2c(C)[nH]c3ccccc23)o1
 : ·, -5%, -9%, 0.3%, 30%, ·, ·, ·, -0.9%, 1%, -6%
> O=C(O)C1C2C=CC(C2)C1C(=O)Nc1ccc(C(=O)N2CCCCC2)cc1 (stereo not drawn)
 : 0%, 0%, 1%, -0.4%, 0%, i, i, i, 0.4%, 0%, -6%
> c1ccc(Cn2ncc3c(NCc4ccco4)ncnc32)cc1
 : 1%, -1%, -1%, 0.3%, -5%, i, i, i, -0.2%, -2%, 3%
> CCc1noc2c1/C(=N\O)CC(c1ccccc1)C2 (stereo not drawn)
 : 2%, -1%, 0%, 0.4%, 7%, ·, ·, ·, -0.9%, 0%, 3%
> Cn1cnnc1Sc1nc2c(c(=O)n(C)c(=O)n2C)n1Cc1ccccc1Cl
 : -8%, 1%, 1%, 0.9%, 5%, i, i, i, -2.3%, -4%, 2%
> CC1(C)Cc2ccccc2-c2nnc(-c3ccccc3)n21
 : ·, 0%, 2%, -1.1%, ?, ·, ·, ·, 1.2%, ·, ·
> c1ccc2sc(N3CN(CCN4CCOCC4)CN(c4nc5ccccc5s4)C3)nc2c1
 : 32%[activator], -1%, 0%, -0.6%, 18%, i, i, i, -1.8%, 2%, 2%
> CC(C)C(c1nnnn1CC1CCCO1)N1CCN(Cc2ccc3c(c2)OCO3)CC1 (stereo not drawn)
 : ·, -1%, 1%, 1.1%, 14%, i, i, i, -1.0%, 4%, 3%
> Cc1ccc(Cl)cc1NC(=O)C1CCCN(S(=O)(=O)c2c(C)noc2C)C1 (stereo not drawn)
 : 8%, 1%, 1%, -0.1%, 16%, i, i, i, 1.9%, 2%, 4%
> O=C(Nc1ccc2c(c1)OCO2)c1cccc(S(=O)(=O)N2CCCC2)c1
 : 17%, 0%, -2%, 1.0%, 12%, i, i, ?, -1.3%, 3%, -2%
> O=C(NC1CCCC1)c1ccc(COCC(F)(F)C(F)F)o1
 : 7%, 1%, -1%, 0.3%, 15%, i, i, i, -2.1%, -4%, 0%
> CC(C)=C(C#N)c1nc2ccccc2s1
 : 5%, 1%, 4%, -1.1%, 8%, i, i, i, 4.7%, -2%, 3%
> C=CCN1C(=O)C(C)(C)Nc2ccccc21
 : -5%, -1%, 2%, 0.2%, 2%, i, i, i, 0.9%, 5%, -1%
> CN(C)Cc1ccccc1-c1cc(NC2CC2)ncn1
 : -7%, -1%, -1%, 0.2%, -4%, i, i, i, 0.3%, 0%[9.22 µM], -3%
> CCCCC(=O)NCCNc1nc2c(c(=O)n(C)c(=O)n2C)n1Cc1ccccc1
 : 2%, 5%, 0%, -0.8%, 0%, i, i, i, -0.4%, -3%, -3%
> COc1cc(C(=O)Nc2cccc(-c3nc4ccccc4o3)c2C)cc(OC)c1OC
 : 8%, -3%, -1%, 0.1%, 5%, ·, ·, ·, -2.3%, 2%, -2%
> c1coc(CNc2c3c(nc4ncnn24)CCC3)c1
 : -3%, -1%, 5%, -0.2%, ?, i, i, i, -0.9%, -2%, 5%
> CCN1C(=O)CC(N2CCN(C(c3ccccc3)c3ccccc3)CC2)C1=O (stereo not drawn)
 : 7%, 0%, 0%, 1.7%, 6%, i, i, i, 1.5%, 3%, -5%
> CC(C(=O)N1CCCc2c1c(=O)oc1ccc(O)cc21)N1CCc2ccccc2C1 (stereo not drawn)
 : 9%, 1%, -1%, -2.9%, 11%, i, i, i, 0.2%, 4%, -14%
> COc1ccc(CNc2ncncc2-c2ccccc2OC)c(OC)c1
 : 19%, 0%, -1%, 0.7%, 25µM*, i, i, ?, -2.4%, -3%[9.22 µM], 1%
> CN(C(=O)CCN1C(=O)C(C)(C)Nc2ccccc21)c1ccccc1
 : 7%, 1%, 0%, 0.1%, 11%, i, i, i, -0.6%, 3%, -2%
> COc1cccc(NC(=O)c2ccccc2SC)c1
 : 8%, -2%, 1%, 3.6%, -3%, i, i, i, -1.4%, -1%, 0%
> CC(=O)N1C(=O)C2(C(C#N)=C(N)Oc3n[nH]c(-c4ccccn4)c32)c2ccccc21 (stereo not drawn)
 : -22%, -1%, 4%, -1.1%, -19%, i, i, i, -0.4%, 4%, 12%
> CCc1ccccc1N(CC(=O)NCc1ccco1)C(=O)c1snc(C(N)=O)c1N
 : ·, ?, -18%, -0.4%, 11%, 2.5e-07M*, 2.6e-07M*, i, 0.1%, 0%, -4%
> COc1ccc(OC)c(CCNC(=O)CN2C(=O)CC(C)(C)S(=O)(=O)c3ccccc32)c1
 : ·, -1%, -1%, 0.4%, 8%, ·, ·, ·, 0.8%, 0%, -4%
> O=C(NCc1ccco1)c1ccc(CS(=O)(=O)c2cccc(C(F)(F)F)c2)o1
 : 9%, -2%, 1%, -0.2%, 9%, i, i, i, -0.6%, -2%, -1%
> CS(=O)(=O)N(CC(=O)N1CCOCC1)c1ccc2c3c(cccc13)CC2
 : -6%, 0%, -1%, 0.7%, 2%, i, i, i, -2.7%, -2%, 0%
> CC(Cc1ccccc1)C(=O)NCCO (stereo not drawn)
 : ·, 2%, 0%, -1.9%, 38%, ·, ·, ·, -2.4%, ·, ·
> COc1ccc(C(=O)Nc2cc(Cl)ccc2Cl)c(OC)n1
 : 9%, -2%, -3%, 0.5%, 10%, ?, ?, i, -3.8%, -3%, 3%
> COc1ccc(C(C)C)cc1S(=O)(=O)Nc1ccc(Cl)cn1
 : -16%, -1%, -2%, -2.1%, 23%, ?, i, ?, 1.1%, 0%, 1%
> Cc1cc(C(=O)N2CCN(Cc3ccc4c(c3)OCO4)CC2)cs1
 : ·, -3%, -2%, -1.1%, -20%, ·, ·, ·, -1.5%, ·, ·
> CCCSc1n[nH]c(NC(C)=O)n1
 : ·, -4%, 1%, 1.8%, 3%, ·, ·, ·, -1.0%, ·, 0%
> c1ccc2c(c1)ncn2Cc1nnc2sc(-c3ccncc3)nn12
 : -3%, -1%, 2%, 0.7%, 1%, i, i, i, -0.6%, 0%, -3%
> Cc1cc(OCCCC(=O)N2CCCCC2)cc(C)c1Cl
 : 4%, -3%, -3%, -0.3%, 26%, i, i, i, 2.6%, 3%, -4%
> COc1ccc(C2C(CC(=O)O)=C(O)C(=O)N2c2ccccc2)cc1 (stereo not drawn)
 : 12%, -4%, -5%, -0.5%, 6%, ?, i, ?, -1.3%, 6%, 0%
> COc1cc(C2=NOC(C(=O)N3CCCc4ccccc43)C2)cc(OC)c1OC (stereo not drawn)
 : 6%, 0%, -1%, -0.1%, ?, i, i, i, 0.1%, 0%, -5%
> NC(=O)CSc1nnc(-c2cccnc2)n1CCc1ccccc1
 : -8%, 1%, 0%, 1.0%, 6%, i, i, i, -2.8%, -1%, 1%
> CCCCNC(=O)c1ccccc1NC(=O)c1ccccc1N(C)S(C)(=O)=O
 : 5%, -2%, 2%, 0.7%, 4%, i, i, i, -1.4%, -2%, -2%
> Cc1ccc(SCCC(=O)NCC2CCCO2)cc1 (stereo not drawn)
 : -6%, 0%, -3%, -0.6%, 6%, i, i, i, -0.5%, 5%, -7%
> c1ccc(-n2nnc3cnccc32)cc1
 : 3%, 0%, 1%, -0.2%, -5%, ?, ?, i, -1.7%, 0%, 3%
> Cc1cc(C)nc(NC(=O)CSc2nn(C)c(=S)s2)n1
 : -4%, 0%, -1%, 0.6%, 2%, i, i, i, -0.9%, 5%, -7%
> CC1CCCN(S(=O)(=O)c2ccc(C(=O)Nc3nnc(-c4ccccc4Cl)o3)cc2)C1 (stereo not drawn)
 : 22%, -2%, 1%, 0.3%, ?, i, i, i, 0.5%, 2%, -2%

Another view of 2 compounds above.
molecule	USP2a inh	Caspase-1 inhib	Casp7 inh	BRCT inh red	HEK293 cAMP cs	A350 autofl	4MU fluor	Fluorescein autfl	BRCT PPI green	Epigenetic mod	Ub-GFP proteasome
COc1ccc(C2C(CC(=O)O)=C(O)C(=O)N2c2ccccc2)cc1 (stereo not drawn)	12%	-4%	-5%	-0.5%	6%	?	i	?	-1.3%	6%	0%
CC1CCCN(S(=O)(=O)c2ccc(C(=O)Nc3nnc(-c4ccccc4Cl)o3)cc2)C1 (stereo not drawn)	22%	-2%	1%	0.3%	?	i	i	i	0.5%	2%	-2%

Not all compounds are listed. The share of hits here may be higher or lower than overall.
